Compound activity (PubChem BioAssay)
Growth percent in the NCI-60 one-dose screen (48 h, 10 µM unless noted): 100 = growth as untreated, 0 = no growth, -100 = all killed.
ACHN: ACHN renal cancer; AID 1794771; hit rate 4.9% among 81,000
OVCAR-8: OVCAR-8 ovarian cancer. hit rate 4.4% among 81,000. AID 1794782
CAKI-1: CAKI-1 renal cancer | hit rate 4.7% among 75,000 | AID 1794772
RXF 393: RXF 393 renal cancer cells; hit rate 6.9% among 77,000; AID 1794773
OVCAR-3: OVCAR-3 ovarian cancer | hit rate 7% among 79,000 | AID 1794787
A498: A498 renal cancer cells. hit rate 5.4% among 76,000. AID 1794774
TK-10: TK-10 renal cancer cells; hit rate 3.9% among 81,000; AID 1794769
OVCAR-5: OVCAR-5 ovarian cancer; hit rate 2.9% among 82,000
Starred values were filed as active, the others as inactive; . = no result given; & = joins results of further samples. How the source made its calls: active means growth percent below 10; inactive means the rest. Not all compounds are listed. The share of hits here may be higher or lower than overall.

SMILES	ACHN	OVCAR-8	CAKI-1	RXF 393	OVCAR-3	A498	TK-10	OVCAR-5
OCCSc1ccc(Cl)cc1	95&100	103&111	91&107	108&114	110&124	89&107	88	91&105
Clc1ccc(C(Cl)(c2ccc(Cl)cc2)C(Cl)(Cl)Cl)cc1	97	90	99	88	93	86	77	103
O=C1Cc2cc(CCn3ccnc3)c(Cl)cc2N1	78	.	64	58	63	68	123	81
O=C(Cn1cc(CSc2nc3ccccc3o2)nn1)Nc1ccccc1Cl	102	108	95	106	106	115	106	107
COc1ccc(-c2cnnn2-c2nonc2-n2cccc2)cc1OC	.	67	43	76	30	56	70	.
CCCn1nc(C(=O)N2CCCCC2)c2c1CCC(Nc1ccc(Oc3cccnc3)cc1)C2 (stereo not drawn)	89	100	97	107	99	91	107	103
CC(COc1ccccc1)OC=O (stereo not drawn)	105	96	104	110	108	113	91	115
CC(=O)c1c(O)cc2c3c1OC(C)(C)C1CCC(C)(CC31)O2 (stereo not drawn)	95	86	89	95	94	76	110	98
CCCCCCCSc1nc(N)nc2nc[nH]c12	112	105	.	106	97	101	88	112
C=CCc1cc(Nc2c3ccc(Cl)cc3nc3ccc(OC)cc23)cc(CN(CC)CC)c1O	4.2*	8.7*	7.9*	32	6.5*	21	13	48
Cc1ccc2nc(Cl)c(-c3nc4ccccc4o3)cc2c1	76	99	105	102	98	76	115	98
CC(=O)CCC(NC(C)=O)C(=O)O (stereo not drawn)	104	108	98	105	111	107	97	93
Cc1cc(C)cc(O)c1	97	97	115	95	110	86	100	97
COc1cc(/C=C2\Oc3cc(C)c(Cl)c(C)c3C2=O)ccc1O	99	110	93	136	119	100	137	106
O=S(=O)(COCc1ccc(Cl)c(Cl)c1)c1ccccc1	108	102	.	109	109	86	103	114
Cc1ccnc(NS(=O)(=O)c2ccc(N=Nc3c(N)nc(N)nc3N)cc2)n1	95	112	101	102	116	93	117	98
CC(=O)c1c(C)[nH]c(-c2nc3ccc(N4CCN(C)CC4)cc3[nH]2)c1-c1ccc(N(C)C)cc1	20	44	10	37	35	6.4*	-6.3*	42
CCOC(=O)C1=C2C(=O)[C@@]3(C)C=C(C)C[C@H]3C[C@H](C)[C@H]2CC[C@@H]1C	90	95	91	101	101	94	91	98
CCC/C(=N\Nc1ccc([N+](=O)[O-])cc1[N+](=O)[O-])c1ccccc1	96	101	96	105	102	83	117	95
Fc1cc(-c2nnc3sc(-c4ccc(Cl)cc4)nn23)c(Cl)cc1Cl	101	100	.	97	.	98	100	101
CC(C)N1C(=O)C=CC1=O	108	111	104	115	99	107	111	82
O=C1N=C(c2ccccc2)C(c2ccccc2)N1 (stereo not drawn)	102&99	107&103	90&87	111&106	99&106	111&89	85&102	98&106
COc1ccc(C(=O)COc2ccc(/C=C3\COc4ccccc4C3=O)cc2)cc1	99	85	94	.	90	99	98	.
O=C(c1ccccc1)c1c(C(F)F)n([O-])c2ccccc2[n+]1=O	86	70	.	86	78	205	102	103
O=S(=O)(N/N=C/c1ccc(O)cc1O)c1cc(Cl)c(Cl)cc1Cl	101	110	.	120	106	111	90	100
c1ccc(-c2nnc(Nc3nnc(-c4ccccc4)s3)s2)cc1	96	103	88	105	105	92	142	100
Nc1cc(=S)[nH]c(=O)[nH]1	106	106	.	123	106	.	99	108
O=[N+]([O-])c1cc2ccccc2nc1-c1ccccc1	103	101	118	116	111	76	106	99
C=C1CC[C@H]2[C@@](C)(CCC3OC(c4ccc(OCc5cn(C6CC(OC(C)=O)C(OC(C)=O)C(COC(C)=O)O6)nn5)cc4)OC[C@]32C)[C@@H]1/C=C/C1=CCOC1=O (stereo partly drawn)	73	82	77	103	82	.	119	97
COc1ccc(-c2csc(NC(=O)COc3ccc(C(C)=O)cc3)n2)cc1	107	104	101	127	102	91	108	109
Oc1ccccc1C=Nc1ccc(Cl)cn1	103	112	97	122	112	129	111	107
O=S(=O)(Cc1ccccc1)CS(=O)(=O)Cc1ccccc1	101	110	106	122	112	87	109	103
COc1cc(-c2ccc[nH]2)[nH]c1/C=C1\N=C(C)C(C(=O)CCCC(=O)Nc2ccc(-c3c4nc(c(-c5ccccc5)c5ccc([nH]5)c(-c5ccccc5)c5nc(c(-c6ccccc6)c6ccc3[nH]6)C=C5)C=C4)cc2)=C1C	101	100	91	91	108	108	112	102
N#CC(C#N)N=Nc1ccc(Cl)cc1	27	62	4.5*	61	15	86	43	73
COc1ccc(CCN2C(=O)C(C)SC2=S)cc1OC (stereo not drawn)	105	101	90	.	.	.	70	103
N#C/C(=C\c1ccc(-c2ccccc2F)o1)c1nc(-c2cccs2)cs1	95	101	88	118	110	112	203	104
Cc1cc(C)c2c(Cn3cc(COc4ccc5c(c4)NC(=O)CC5)nn3)cc(=O)oc2c1	95	88	71	80	91	95	97	100
O=C(O)Cc1ccc2c(c1)CCC2	106	107	98	116	103	114	88	104
CSc1ccc(/C(=N/NC(N)=S)c2ccc(F)cc2)cc1	99	97	80	73	.	80	88	93
CCn1cc(C(=O)O)c(=O)c2cc(F)c(N3CCN(C(=O)c4ccc(Br)cc4)C(C)C3)c(F)c21 (stereo not drawn)	98	102	86	94	105	86	102	97
C[n+]1ccc(C2(C)OCCO2)cc1	112	105	90	91	123	93	106	104
O=[N+]([O-])c1ccc2nc(N/N=C/c3ccc(O)cc3)sc2c1	47	60	23	103	51	92	54	113
c1ccc(-c2ccc(-c3ncc(-c4ccccc4)o3)cc2)cc1	109	111	86	113	118	.	124	102
CC1=CC(c2ccc(Cl)cc2)N2C(C)=CSC2=N1 (stereo not drawn)	112	100	94	.	.	88	113	120
O=C(CSc1nc2sc3c(c2c(=O)n1-c1ccc(Cl)cc1)CCCC3)N/N=C/c1ccc(Br)cc1	102	93	90	116	118	105	121	99
Cc1c(-c2nnc(-c3cccc4ccccc34)o2)nnn1-c1ccc([N+](=O)[O-])cc1	104	81	91	98	112	.	132	105
CC(C)(c1ccc(OCC(O)CN2CCOCC2)cc1)c1ccc(OCC(O)CN2CCOCC2)cc1 (stereo not drawn)	.	99	.	88	94	86	104	113
Cc1nc(Cl)c2c(n1)N(C)c1ccc(Cl)cc1C(C)C2 (stereo not drawn)	92	96	79	101	99	81	93	101
O=C(CCC1CCCCC1)OCCCl	112	101	104	106	105	94	105	113
CCN1CCN(CC(=O)N2c3cccc4cccc(c34)N(C(=O)CN3CCN(CC)CC3)C2c2cn(-c3ccccc3)nc2-c2cccc([N+](=O)[O-])c2)CC1	-44*	-9.3*	-5.5*	3.8*	-71*	75	-41*	1.5*
COCc1c(C#N)c(Cl)nc(C)c1[N+](=O)[O-]	100	106	89	115	99	103	97	99
CCOc1ccccc1F	109	112	104	106	109	92	99	99
CC1(C)[C@H](O)CC[C@]2(C)[C@@H]1CC[C@]13C=C(CO)[C@H](CC[C@H]12)C3	54	95	43	.	89	14	60	64
c1ccc(-c2nnc(Nc3ccc4c(c3)OCCO4)o2)c(NCc2ccncc2)c1	23	20	21	.	-37*	10	51	32
OCCOc1c(Cl)cc(Cl)cc1Cl	99	104	94	.	118	71	113	93
O=C1NC(=S)NC(=O)C1CC(=O)n1c(-c2ccccc2)nc2ccccc21	87	95	77	110	103	89	143	100
N#Cc1ccc2ccccc2c1	99	98	108	102	112	106	94	104
O=C(CCCCCCN1CC(=O)N2[C@@H](c3ccccc3Br)c3[nH]c4ccccc4c3C[C@H]2C1=O)NO	70	34	42	43	.	75	29	51
CSc1nc(=O)[nH]c2c1nc(SC)n2-c1ccccc1	104	101	97	117	104	103	88	107
N#Cc1c(C#N)c(SSc2c(C#N)c(C#N)c(N)n2-c2ccccc2)n(-c2ccccc2)c1N	101	.	118	99	127	92	107	92

Other structures:
SMILES	ACHN	OVCAR-8	CAKI-1	RXF 393	OVCAR-3	A498	TK-10	OVCAR-5
NC(=O)c1cccc[n+]1[O-]	106	93	101	100	116	93	95	110
CC1=CC(c2ccco2)=C2C(N)=NNC2N1 (stereo not drawn)	91	98	83	119	104	86	111	88
OCC[C@@H]1C[C@H]1c1cc2ccccc2o1	105	108	87	114	108	101	98	105
CCc1ccc2c(c1)N(CCO)C1=C(C(=O)OC1)C2c1cc(OC)c(OC)c(OC)c1 (stereo not drawn)	32	8.7*	11	53	-58*	-14*	58	37
COc1cc2oc(-c3cccc(C(=O)NCc4ccccc4)c3)cc(=O)c2c(O)c1OC	74	38	70	56	88	.	105	97
COC(=O)N/N=C/c1coc2ccc(Cl)cc2c1=O	92	110	82	67	63	111	120	95
COc1ccc(-c2nc(SCC(=O)c3ccc4ccccc4c3)[nH]c(=O)c2C#N)cc1	105	106	91	106	106	101	111	109
Clc1ccc(Nc2nnc(-c3ccc4c(c3)OCO4)o2)cc1	102	94	98	130	114	97	95	104
CCCCCN1C=C/C(=C\C(=O)N(C)c2ccc(Cl)cc2)c2ccccc21	106	96	97	114	102	.	105	109
Nc1ccn(C2OC(CO)C(O)C2F)c(=O)n1 (stereo not drawn)	62	62	70	100	80	88	92	93
O=S(=O)(O)c1ccc2cc(O)c(S(=O)(=O)O)cc2c1	112	98	100	111	113	73	97	101
CCCC(C(=O)O)N1C(=O)CSC1=S (stereo not drawn)	107	106	96	103	109	99	104	102
CN(N)c1cnn(-c2ccccc2)c(=O)c1Cl	96	97	96	99	94	84	122	105
C[C@H]1CNCCCN1S(=O)(=O)c1cccc2cncc(F)c12	87	94	69	78	108	91	66	96
CCCCN(CCC#N)C(N)=O	98	107	83	109	90	90	99	106
CCC(=O)NC(O)C(Cl)(Cl)C(C)Cl (stereo not drawn)	100	98	99	111	105	107	112	105
O=C(/C=C/c1ccccc1)N[C@@H](CO)Cc1c[nH]c2ccccc12	95	102	92	106	105	100	111	94
CC(=O)Nc1ccc(-c2cn(-c3cccc(C(=O)Nc4cccc(C(F)(F)F)c4)c3)nn2)cn1	100	105	.	133	117	127	114	102
c1ccc(CNc2ncnc3[nH]ncc23)cc1	84	92	86	84	105	95	94	91
O=C1/C(=C/c2ccc(-c3cccc(C(F)(F)F)c3)o2)SC(=S)N1CCc1ccc(O)cc1	87	15	54	82	63	65	94	83

An excerpt of these results, comma-delimited.
SMILES,ACHN,OVCAR-8,CAKI-1,RXF 393,OVCAR-3,A498,TK-10,OVCAR-5
CCCCCN1C=C/C(=C\C(=O)N(C)c2ccc(Cl)cc2)c2ccccc21,106,96,97,114,102,.,105,109
Nc1ccn(C2OC(CO)C(O)C2F)c(=O)n1 (stereo not drawn),62,62,70,100,80,88,92,93
O=S(=O)(O)c1ccc2cc(O)c(S(=O)(=O)O)cc2c1,112,98,100,111,113,73,97,101
CCCC(C(=O)O)N1C(=O)CSC1=S (stereo not drawn),107,106,96,103,109,99,104,102
CN(N)c1cnn(-c2ccccc2)c(=O)c1Cl,96,97,96,99,94,84,122,105
C[C@H]1CNCCCN1S(=O)(=O)c1cccc2cncc(F)c12,87,94,69,78,108,91,66,96
CCCCN(CCC#N)C(N)=O,98,107,83,109,90,90,99,106
CCC(=O)NC(O)C(Cl)(Cl)C(C)Cl (stereo not drawn),100,98,99,111,105,107,112,105
O=C(/C=C/c1ccccc1)N[C@@H](CO)Cc1c[nH]c2ccccc12,95,102,92,106,105,100,111,94
CC(=O)Nc1ccc(-c2cn(-c3cccc(C(=O)Nc4cccc(C(F)(F)F)c4)c3)nn2)cn1,100,105,.,133,117,127,114,102
c1ccc(CNc2ncnc3[nH]ncc23)cc1,84,92,86,84,105,95,94,91

Remaining list, next part:
SMILES	ACHN	OVCAR-8	CAKI-1	RXF 393	OVCAR-3	A498	TK-10	OVCAR-5
CN(CCCCCCCCNc1ccnc2ccccc12)Cc1ccc(-c2ccc(-c3ccc(C#N)cc3)s2)cc1	-94*	-53*	-86*	-86*	-79*	50	-50*	-41*
COc1ccccc1/C(C)=N/NC(=O)CSc1nc2ccccc2c(=O)n1CCc1ccc(S(N)(=O)=O)cc1	99	90	86	98	102	.	112	99
COc1ccccc1Cc1sc(NC(C)=O)nc1OC(C)=O	108	97	102	115	109	94	113	116
Cc1cccc(NC(=O)c2ccccc2)c1	110	103	141	112	109	109	97	105
CC1=NN(C)C(=O)C1C(=O)c1nnn(-c2ccccc2)c1C (stereo not drawn)	100	96	96	93	96	97	98	96
CCCN1CCN(C(=S)SC(SC(=S)N2CCN(CCC)CC2)C(=O)c2nnn(-c3ccc(Cl)cc3)c2C)CC1	95	86	92	112	96	105	133	114
CCOC(=O)c1cnc2ccccc2c1Nc1cccc(S(N)(=O)=O)c1	96	96	81	106	110	93	108	102
Cc1ccc(C)c(Oc2c(-c3nc4ccccc4[nH]3)c(C)nn2-c2ccccc2)c1	85	87	41	95	77	52	.	83
O=C(c1cccc(Br)c1)N1CCN(c2ccnc3cc(Cl)ccc23)CC1	91	80	79	87	87	34	76	90
COc1ccc2c(-c3nnc(N)s3)cc(=O)oc2c1	100	101	87	106	104	86	108	111
CCOP(=O)(CN=C(c1ccccc1)c1ccccc1)OCC	94	108	99	112	102	105	17	95
O=C(OC[C@@]1(O)C(=O)C=C[C@H]2[C@@H]1[C@H]1C=C[C@@H]2C(=O)[C@]1(O)COC(=O)c1ccccc1)c1ccccc1	107	91	102	94	105	105	101	104
Cn1c(N2NC(=O)C(N=Nc3ccc(S(N)(=O)=O)cc3)C2=O)nc(-c2ccco2)c(C#N)c1=O (stereo not drawn)	82	90	70	-3.8*	73	122	131	115
Nc1ccccc1SC1CC(=O)N(c2ccc(I)cc2)C1=O (stereo not drawn)	86	88	82	115	87	108	106	90
C=C(CN1CC=CCC1)[C@@H]1CC[C@]2(C(=O)O)CC[C@]3(C)[C@H](CC[C@@H]4[C@@]5(C)CC[C@H](OC(C)=O)C(C)(C)[C@@H]5CC[C@]43C)[C@@H]12	97	95	79	82	92	115	132	127

Some of these compounds in order of heavy-atom count, smallest number first:
SMILES	ACHN	OVCAR-8	CAKI-1	RXF 393	OVCAR-3	A498	TK-10	OVCAR-5
COc1ccccc1Cc1sc(NC(C)=O)nc1OC(C)=O	108	97	102	115	109	94	113	116
CCOP(=O)(CN=C(c1ccccc1)c1ccccc1)OCC	94	108	99	112	102	105	17	95
CN(CCCCCCCCNc1ccnc2ccccc12)Cc1ccc(-c2ccc(-c3ccc(C#N)cc3)s2)cc1	-94*	-53*	-86*	-86*	-79*	50	-50*	-41*
